aSyn UTR inh = MLPCN primary screen, SNCA 5' untranslated region | alpha-synuclein 5'UTR reporter, inhibitor activity | inhibition, % (tested at 7.5 µM) | 300,000 tested, 0.82% active; in the data active = inhibition above about 60%; inconclusive = no clear call, values can overlap the other calls;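 also: H4 neuroglioblastoma cells stably carrying SNCA 5'UTR luciferase fusion; 0% = DMSO wells and 100% = positive control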
HSF-1 act = HSF-1 activators, primary screen, NIH3T3-HGL cells, MG132 stress, luminescence, single point | 300,000 tested, 1.7% active | activation, % at 9 µM | NIH3T3-HGL HSF-1 luciferase reporter, 8 h; 100% = twice DMSO control signal;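 active = mean replicate activation of at least 50% with a set share of replicates each reaching 50%; inconclusive = only one of those two conditions met; inactive = mean below 50% and too few replicates reaching it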;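 also: 0% = median of the neutral control wells and 100% = twice that signal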
HIF act = HIF pathway transcriptional activators, primary screen, cell-based, U2OS HRE-luciferase, luminescence; 300,000 tested, 0.32% active; AID 1910, 2009; activation, % at 7.5 µM (by protocol); U2OS HRE-luciferase reporter; normalized: DMSO 0%, desferrioxamine 100%;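 active = mean activation of at least 10% of the iron chelator positive control signal, with at least half of replicates also reaching 10%; inconclusive = mean and replicate majority disagree about reaching 10%; inactive = mean and most replicates under 10%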
HSF1 inh = HSF1 inhibitors in luciferase reporter cells, primary screen, cell-based, NIH3T3, luminescence | NIH3T3-HGL HSE-luciferase, MG132-induced, luminescence 8 h; active compounds read low | activity change, negative = inhibition, % at 7.5 µM (by protocol) | 300,000 tested, 0.77% active;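 active = more than half of replicate wells show activity change below -50%, luminescence cut by over half; inconclusive = some wells, but at most half, below -50%; inactive = no replicate well below -50%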;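 also: luciferase reports HSF-1 transcriptional activity via heat shock element; 0% = median of DMSO wells and -100% = zero luminescence signal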
AI-2 QS modul = Vibrio harveyi AI-2 quorum sensing modulators, primary screen, JMH597 strain, luminescence/OD600 ratio | activity change, % at 7.5 µM | Vibrio harveyi JMH597 AI-2 luminescence/OD600 ratio, 9 h; active compounds read low; strain lacks LuxN and CqsS sensors; 0 = neutral-control median | 300,000 tested, 0.4% active; in the data active = activity change below about -75%, passing the limit was not always enough; inconclusive = no clear call, values can overlap the other calls;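 also: luminescence divided by OD600 gain over 9 h not by final OD600 alone; inactives centre near 13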
HSP90 inh = HSP90 inhibitors, primary screen, cell lysate, luminescence; Rabbit reticulocyte lysate, luciferase refolding luminescence, 3 h; Heat shock protein HSP 90 (rabbit reticulocyte lysate; luciferase refolding); 290,000 tested, 0.91% active; inhibition, % at 5.6 µM;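 active = inhibition above the screen-wide mean plus 3 SD, computed separately per campaign, cut at about 16% in these data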;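 also: 0% = DMSO wells and 100% = 60 µM geldanamycin wells; inhibitors lower the luminescence because luciferase stays unfolded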
KLF5 inhibitor = KLF5 expression inhibitors, primary screen, DLD-1 cells, luminescence | inhibition, % at 5 µM | DLD-1 KLF5 promoter-luciferase reporter | 290,000 tested, 0.23% active;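 active = inhibition above a per-plate limit of that plate's mean compound inhibition plus 3 SD, cut at about 60% in these data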;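 also: 0% = DMSO wells and 100% = LY294002 at 200 µM; higher means less KLF5 promoter-driven luciferase light; inactives centre near -14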
SKKanGAS inh = S. pyogenes SKKanGAS growth inhibitors in kanamycin, primary screen, streptokinase expression inhibitor project, SKKanGAS strain, BacTiter-Glo luminescence; 6 h; inhibition, % at 7.5 µM; 300,000 tested, 1.3% active; AID 1662, 2009;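 active = mean replicate score, as percent of positive control median, at least 50; inconclusive = mean below 50 but one replicate at or above 50; inactive = mean and every replicate below 50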;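 also: strain carries kanamycin resistance gene driven by streptokinase promoter and grows in 40 µg/ml kanamycin; loss of luminescence reflects streptokinase promoter inhibition or plain growth inhibition; 0% = median of DMSO wells and 100% = positive control at its reference dose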
IEC-6 cytotox = cytotoxicity in IEC-6 intestinal epithelial cells, primary screen, cytotoxicity control for KLF5 inhibitor project, cell-based, luminescence. IEC-6 cytotoxicity, luminescence viability. inhibition, % at 5 µM. 290,000 tested, 0.78% active; in the data active = inhibition above about 22%;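 also: 0% = plate median of test compound wells and 100% = cytotoxic reference compound wells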
Platelet DG rel = inhibitors of platelet dense granule secretion, primary screen, cell-based, MLPCN, human platelets | human platelet-rich plasma, SFLLRN dense granule ATP release, luminescence | 300,000 tested, 0.22% active | inhibition, %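 (compounds screened at 7.5 µM in platelet-rich plasma)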;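 active = mean replicate score, as percent of positive control, at or above 50; inconclusive = mean below 50 but at least one replicate at or above 50; inactive = mean and every replicate below 50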
Starred values were filed as active, the others as inactive; ? = inconclusive; / = no result given.

SMILES	aSyn UTR inh	HSF-1 act	HIF act	HSF1 inh	AI-2 QS modul	HSP90 inh	KLF5 inhibitor	SKKanGAS inh	IEC-6 cytotox	Platelet DG rel
Cc1ccnc(NC(=O)C(C)N2C(=O)c3ccccc3S2(=O)=O)c1 (centres undefined)	-6.8	0.1	1.6	2.4	-6.7	/	/	0.2	/	-1.7
CCCC1CC(C#N)N(N(C)C)C1=C(C#N)C#N (centres undefined)	-0.8	-17.4	-0.2	-5.5	-8.5	3.6	3.6	-3.4	4.7	7.9
Cn1c(=O)n(Cc2ccccc2Cl)c(=O)c2c1[nH]c(=S)n2C	0.9	8.9	-13.1	-3.2	35.1	-4.3	-22.5	2.3	-3.3	-1.6
CCOP(=O)(c1c(F)c(F)c(F)c(F)c1F)C(O)c1ccccc1 (centres undefined)	0.4	-15.4	-0.5	0.1	23.0	2.3	-11.9	1.8	-3.2	3.9
CCC1=NN(C(=O)COc2ccccc2)C(O)(c2ccc(Br)cc2)C1 (centres undefined)	-14.6	8.4	0.1	6.0	17.9	5.2	-0.6	5.2	9.5	-6.4
Cc1ccc(S(=O)(=O)N2CCOCC2)cc1C(=O)Nc1nc2ccccc2[nH]1	-32.2	21.3	1.0	4.5	19.9	7.4	-7.2	-1.2	8.5	-5.1
CCOc1ccccc1C1C(C(=O)Nc2ccccc2OC)=C(C)Nc2nc(CCCO)nn21 (centres undefined)	-20.3	-3.7	-0.1	-3.7	-3.7	/	/	0.6	/	3.5
COc1cc(OC)c(NC(=O)Cc2cccs2)cc1Cl	-26.4	6.5	-1.1	2.0	3.2	2.9	-5.8	-1.9	8.3	3.0
COc1ccc(N/C(N)=N/c2nc(CSc3ccc(Cl)cc3)cc(=O)[nH]2)cc1	16.2	12.0	-0.5	1.4	26.2	3.0	-22.8	-1.8	0.0	-2.4
O=C(CN1CCCCCCC1)Nc1cccc(Cl)c1Cl	14.0	-15.7	-0.3	7.2	4.0	-2.0	-29.2	7.0	-1.6	8.5
O=C(Nc1nccs1)C1(c2ccc(Cl)cc2)CC1	5.7	-4.0	-0.4	1.1	3.6	0.3	-16.8	-6.8	1.6	-0.7
O=C(NC(C(=O)c1ccccc1)n1ccc(=O)[nH]c1=O)c1ccccc1 (centres undefined)	-208.2	37.2	4.2	13.1	29.1	2.1	0.1	-4.6	-3.7	1.9
CC1CC1C(=O)OCc1cc(=O)n2cc(Br)ccc2n1 (centres undefined)	-148.0	21.4	3.8	12.9	-1.1	1.6	-112.1	-2.4	-2.3	9.4
Cc1ccc(/C=N/NC(=O)CSCc2ccc(Cl)cc2)cc1	17.8	-28.8	0.1	-6.8	-12.2	-2.7	-27.2	13.3	-3.1	-2.1
CCc1sc(N(C(=O)Cc2ccccc2)c2ccccc2)nc1-c1ccccc1	14.7	12.3	0.2	1.2	22.5	0.8	-2.4	24.8	-1.5	5.7
CCOC(=O)C1CCCN(Cc2ccc(OC)c(OCc3ccccc3)c2)C1 (centres undefined)	-1.6	3.8	0.5	-1.3	3.4	-1.8	-29.3	6.8	-1.6	0.9
O=C1C(Cl)=C(N2CCCCC2)C(=O)N1Cc1ccccc1	38.2	-1.2	-1.2	4.8	20.8	4.9	15.0	2.4	0.4	15.0
O=C(COc1cccc2ccccc12)NNC(=O)Nc1ccccc1	-26.8	-2.0	-0.6	-3.5	9.5	-1.2	-19.6	7.9	-8.3	-3.4
CCCOc1ccc(-c2c(C(=O)N/N=C/c3ccc(C)o3)nnn2-c2nonc2N)cc1	-21.1	-1.7	-0.1	-0.3	38.4	-2.8	-12.1	-0.9	0.8	17.9
COc1ccc(C2C(C(=O)N3CCN(C)CC3)c3cc(OC)c(OC)cc3C(=O)N2C)cc1 (centres undefined)	-11.7	15.9	-0.1	2.4	18.6	-0.3	-29.5	-5.2	1.4	4.7
CC(C)NC(=O)CSc1nc(Cc2ccccc2)nc2ccccc12	9.8	4.7	-1.1	16.2	4.7	-2.6	-22.4	1.1	-0.4	0.3
Cc1cccc(OCCNC(=O)c2cc(-n3cnnc3)ccc2Cl)c1	0.3	-6.1	0.3	-5.5	15.0	1.8	-1.4	-1.7	9.4	-0.7
O=C(N/N=C/c1ccc(Br)s1)c1ccc([N+](=O)[O-])cc1	84.4*	-31.5	-0.1	-16.3	10.3	-7.2	-32.5	3.0	1.0	4.9
COc1ccccc1C(=O)Nc1ccnn1C1CCN(CCC(C)c2ccc(C)o2)CC1 (centres undefined)	11.0	-3.8	-0.5	-1.9	5.5	-1.0	-6.0	2.5	2.8	5.8
CC1CC(C)CN(C(=O)C2CCN(C(=O)Nc3ccccc3)CC2)C1 (centres undefined)	9.1	-0.6	2.4	2.1	1.7	/	/	-15.1	/	4.1
CCc1ccc2[nH]c(=O)c(C(c3nnnn3CCOC)N3CCN(c4ccccc4)CC3)cc2c1 (centres undefined)	25.8	24.7	0.1	12.6	16.9	0.0	9.3	13.4	-0.9	6.3
S=C(Nc1nc2c(s1)CCCC2)NC1CC1	-92.3	-8.6	4.1	5.7	12.4	-0.9	-178.2	29.3	-7.6	-19.6
Cn1ncc2c(Sc3ccc(Cl)cc3)ncnc21	-30.9	13.0	0.4	8.2	-0.3	0.1	-43.7	2.4	0.3	-3.8
O=[N+]([O-])c1cccc(S(=O)(=O)NCc2ccncc2)c1	-12.6	4.2	-0.1	-2.1	16.0	-2.4	-17.9	0.4	8.7	11.0
O=C1c2cnc3nc(SCc4cccc(Cl)c4)nn3c2CC2c3ccccc3CCN12 (centres undefined)	9.1	-4.3	0.0	-1.1	6.9	-2.6	-31.5	40.5	-4.8	1.2

New compounds follow
SMILES	aSyn UTR inh	HSF-1 act	HIF act	HSF1 inh	AI-2 QS modul	HSP90 inh	KLF5 inhibitor	SKKanGAS inh	IEC-6 cytotox	Platelet DG rel
N#CCCn1cc(/C=N/O)c(-c2cccc([N+](=O)[O-])c2)n1	10.3	-20.0	0.0	-4.4	22.7	3.5	6.9	-12.3	-2.4	7.3
Cc1cccc(Cn2nc(C(C)(C)C)cc2C(=O)Nc2ccc(F)cc2)c1	31.8	-14.0	0.2	-16.7	9.3	-5.7	21.8	?	-0.6	9.9
COc1ccc(-c2cc(=O)[nH][nH]2)cc1OC	13.2	30.3	0.0	17.9	28.1	34.0*	-4.5	-6.8	-3.4	-1.6
Cc1cc(NC(=O)CCCN2C(=O)c3cccnc3C2=O)no1	-3.5	-3.9	1.3	-2.4	41.4	-2.0	-25.7	2.6	0.6	-0.4
COC(=O)NNC(=O)c1ccc(C(C)(C)C)cc1	-47.6	2.4	0.6	-0.2	-3.8	-2.3	-20.7	0.2	6.3	-3.4
Cc1cc(SC#N)cc(C)c1NC(=O)CCl	-22.6	136.2*	1.2	126.4	-30.9	3.3	-9.9	-4.1	-0.6	-1.3
Cc1oc(/C=N/NC(=O)CC2(C)OCCO2)cc1Br	-3.9	-61.6	-0.4	-53.2*	13.7	-1.1	-9.9	2.7	-10.2	-1.8
O=C(c1ccc(Cl)c([N+](=O)[O-])c1)N(Cc1cccc(Cl)c1)C1CCS(=O)(=O)C1 (centres undefined)	-20.4	7.5	-1.6	1.3	12.1	-0.8	-2.2	3.5	-3.2	10.0
CCOC(=O)c1cc(C)sc1NC(=O)c1ccc(Cl)s1	9.4	8.4	0.1	2.6	2.7	-2.0	-46.5	-2.8	-2.2	0.4
COc1cc2cc(-c3ccc(OC)c(OC)c3C)nc(N)c2cc1OC	95.5*	-35.4	0.9	-29.1	21.1	/	/	0.4	/	-12.7
O=C(CS(=O)(=O)Cc1ccccc1)Nc1nc2ccccc2s1	-24.4	-22.2	0.6	-8.4	7.6	0.4	-7.2	-8.9	0.2	-2.5
Cc1ccc([C@@H]2[C@@H]3C(=O)N(c4ccccc4)C(=O)[C@@H]3[C@]3(C)C(=O)N(Cc4ccc(-c5ccccc5)cc4)CC(=O)N23)o1	-11.2	-0.6	0.2	8.0	4.3	-3.4	-27.8	-0.3	-1.4	-0.7
CCOc1ccccc1CNC(c1ccccc1)c1ccccc1	14.8	-10.8	1.1	3.3	-2.6	-1.9	-9.0	7.9	0.2	-1.6
CN1CCN(C(c2ccccn2)c2cc(Cl)c3cccnc3c2O)CC1 (centres undefined)	-15.5	-18.7	6.8	-13.5	-31.2	6.9	7.6	19.0	7.3	1.4
O=C(OC1CCS(=O)(=O)c2sccc21)c1ccccc1 (centres undefined)	11.6	-3.0	-0.7	-1.2	10.7	3.0	-29.0	0.0	4.2	-12.0
COc1ccc(CN2C(=O)C(CC(C)C)Nc3ncnc(N4CCCCC4)c32)cc1 (centres undefined)	18.7	3.3	-0.3	-1.0	5.7	/	/	-1.2	/	8.6
NC1=NC(=O)C(CC(=O)NCc2ccccc2)S1 (centres undefined)	1.3	5.3	0.0	-0.4	11.3	-1.1	1.1	-4.7	-0.5	-6.8
COc1ccc(Cl)cc1NC(=O)CSc1nnc(Cc2cccn2C)n1-c1ccc(F)cc1	6.4	13.0	-0.6	3.2	14.1	-6.0	-1.0	7.7	-2.7	2.3
Cc1cccc(CSCc2ccc(C(=O)NC(C)C)o2)c1	-26.1	4.2	0.8	-1.7	9.2	1.5	-23.1	-0.8	5.6	5.6
O=C(NCC(=O)N(c1cccc(F)c1)C(C(=O)NC1CCCC1)c1ccco1)c1ccco1 (centres undefined)	23.2	-48.0	-0.1	-31.5	9.5	2.9	0.4	-5.8	2.3	0.0
COc1ccc(OCC(O)Cn2c(Nc3cccc(C)c3)nc3c2c(=O)n(C)c(=O)n3C)cc1 (centres undefined)	18.3	5.8	-1.2	4.0	66.9	-1.7	-12.8	-0.7	-7.6	6.0
Clc1ccc(OCCN2CCOCC2)cc1Cl	-2.9	-16.8	0.8	2.0	/	1.3	-54.5	5.5	3.5	2.7
CCOC(=O)c1cnn(-c2ccccc2)c1-n1cccc1C(=O)C(=O)Nc1ccccc1	-43.3	9.9	1.0	4.1	12.6	2.2	-10.7	1.3	1.8	1.6
Cc1nc2ccccc2c(C)c1CC(=O)OC(C)C(=O)NC1(C#N)CCCCC1 (centres undefined)	0.6	-2.6	0.7	0.1	15.3	/	/	11.9	/	-3.5
O=C1SC(SCc2ccccc2Cl)=N/C1=C\c1ccc(C(=O)O)cc1	-13.4	-10.1	2.5	-2.3	22.5	0.4	-9.4	42.2	-3.2	-7.3

Bioassay records (PubChem)

Compounds as they come. Share with any hit: about 6%.
